TRPV1 agonist – agonists of human vanilloid receptor 1 (TRPV1); Q8NER1; TRPV1-expressing cells, Fluo-8 calcium influx, agonist mode; activation, % at 8.33 µM; hit rate 0.19% among 320,000; AID 540275; in the data active means activation above about 80%; inconclusive means between about 30% and that limit; further: 0% is about no effect
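Fluo-8 calcium influx in TRPV1-expressing cells, kinetic read (ex 480/em 520 nm). Compound added and read 3 min for agonist activity, followed by capsaicin at EC20 final and 2 min further read for enhancement.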
Tb PFK inh – blocks T. brucei phosphofructokinase | O15648 | T. brucei PFK, ADP-Glo luminescence | Potency, µM (highest dose often 57.5 µM), for inactives: at the highest dose activity, negative = inhibition, actives largely listed as inhibitors | hit rate 0.17% among 330,000 | AID 485367;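 further: potency means the concentration at half of the fitted maximal effect; 0% = uninhibited 1x PFK enzyme wells and -100% = no-enzyme wells; nearly all actives have a fitted effect of over 60% in size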
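PFK 1.25 nM, F6P 0.5 mM, ATP 0.1 mM, 0.1 M TEA pH 8.0, 5 mM MgCl2, 0.01% Tween20, 0.1% BSA; 45 min RT. ADP-Glo readout. qHTS titration up to 57 uM; curves fitted, compounds curve-classed.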
BRCA1 expr act – activators of BRCA1 expression; MCF7-BRCA1-FFLuc reporter, luminescence, 48 h; response scale: scaled: vehicle 0%, 10 µM genistein 100%; Potency, µM (doses to about 46.1 µM), for the others: at the highest dose activation, actives largely listed as activators; hit rate 1.1% among 380,000; further: potency means the concentration at half of the fitted maximal effect; nearly all actives have a fitted effect of over 80% in size; some results filed as inactive show a strong effect at the top dose
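Compounds are tested at multiple concentrations on MCF7 BRCA1-luciferase reporter cells seeded at 2000 per well; after 48 h, a single luminescence end-point is taken and curves fitted to the normalized data.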
NPC1 promoter act – NPC1 promoter activation; Potency, µM (top dose mostly 9.22 µM), inactives show at the top dose activation, hits mostly activators; Huh7 NPC1 promoter luciferase reporter, 24 h; hit rate 2.4% among 320,000;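 further: potency means the concentration at half of the fitted maximal effect; % of control where 0% means no effect; nearly all actives have a fitted effect of over 60% in size; reporter is driven by a mutant NPC1 promoter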
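Quantitative HTS used a cell-based reporter: Huh7 cells stably bearing the NPC1 promoter upstream of luciferase were treated with compounds for 24 h, and promoter activation was read as luminescence.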
p53 reactivator – restores transcriptional activity of mutant p53; hit rate 0.063% among 320,000; AID 504706; Potency, µM (top dose mostly 92.2 µM), for inactives: at the top dose activity change, positive = activation, hits mostly activators; H1299 p53-A138V BP100-luciferase reporter, luminescence, 24 h; further: potency means the concentration at half of the fitted maximal effect; % of control where 0% means no effect; nearly all actives have a fitted effect of over 45% in size
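H1299 (p53-null), stable ts p53-A138V + BP100-Luc; 1000 cells/well, Opti-MEM/10% FBS; cpd 4 pt, 1:5; 24 h, 37 deg C, 5% CO2; detection reagent 10 min RT; luminescence.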
FLuc modulator – counter-screen for miR-21 project: firefly luciferase inhibitors or activators. Potency, µM (titrated, usually from 57.5 µM), for the others: at the top dose activity change, negative = inhibition, usual class: inhibitors. purified FLuc, Km substrates, luminescence inhibition. hit rate 6.9% among 360,000. P08659;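 further: potency means the concentration at half of the fitted maximal effect; plate controls were vehicle for no effect and reference inhibitor for full effect; nearly all actives have a fitted effect of over 55% in size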
Target sequence (P08659 whole entry, looked up): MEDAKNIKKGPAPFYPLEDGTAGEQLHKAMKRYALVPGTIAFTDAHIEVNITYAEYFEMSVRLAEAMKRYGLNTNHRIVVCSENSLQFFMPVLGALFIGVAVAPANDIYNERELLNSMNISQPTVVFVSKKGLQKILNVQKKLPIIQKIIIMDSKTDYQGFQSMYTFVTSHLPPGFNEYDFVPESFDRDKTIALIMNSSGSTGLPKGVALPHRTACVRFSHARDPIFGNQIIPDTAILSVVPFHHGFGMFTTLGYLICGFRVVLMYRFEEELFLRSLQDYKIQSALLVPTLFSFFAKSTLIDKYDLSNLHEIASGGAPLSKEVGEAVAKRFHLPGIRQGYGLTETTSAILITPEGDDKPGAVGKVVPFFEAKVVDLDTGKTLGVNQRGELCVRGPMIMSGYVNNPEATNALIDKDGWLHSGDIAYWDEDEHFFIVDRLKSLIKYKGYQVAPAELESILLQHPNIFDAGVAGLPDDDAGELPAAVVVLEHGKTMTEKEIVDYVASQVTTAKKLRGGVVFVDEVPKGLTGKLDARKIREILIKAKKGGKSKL
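Purified P. pyralis luciferase, 10 nM final, with Km-level 10 uM D-luciferin and 10 uM ATP in 50 mM Tris acetate pH 7.5, 10 mM Mg acetate, 0.01% Tween-20, 0.05% BSA; 6-point qHTS titration about 60 µM downward; luminescence read.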
ELG1 repair inh – ELG1-dependent DNA repair inhibition; HEK293T ELG1-luciferase reporter, luminescence, 16 h; DNA damage induced by 5-fluorouridine; Potency, µM (top dose mostly 46.1 µM), for the others: top-dose activity change, negative = inhibition, actives largely listed as inhibitors; hit rate 2.3% among 330,000; further: potency means the concentration at half of the fitted maximal effect; on the % scale 0 is the no-effect control and ±100 the full control effect; nearly all actives have a fitted effect of over 55% in size
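5-Fluorouridine DNA damage + compound/DMSO, 2,000 cells/well, 16 h, 37 °C/5% CO2. ONE-Glo, 30 min RT, luminescence. Readout = decrease in reporter signal.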
Gal4-VP16 FLuc – inhibits Gal4-VP16 luciferase reporter, ROR gamma counter-screen. Drosophila S2 Gal4-VP16 UAS-luciferase, luminescence, 20 h. Potency, µM (series often up to 53.6 µM), for inactives: at the top dose activity, negative = inhibition, usual class: inhibitors. hit rate 3.5% among 310,000. AID 2546;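 further: Gal4-VP16 expression switched on by copper sulfate through the metallothionein promoter; potency means the concentration at half of the fitted maximal effect; on the % scale 0 is the no-effect control and ±100 the full control effect; nearly all actives have a fitted effect of over 50% in size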
Rab9 promoter act – activates the Rab9 promoter | Potency, µM (titrated, usually from 9.22 µM), for the others: top-dose activation, negative = inhibition, actives largely listed as activators | hit rate 2.8% among 320,000 | Huh7 Rab9 promoter-luciferase reporter, luminescence, 24 h; further: potency means the concentration at half of the fitted maximal effect; % of control where 0% means no effect; nearly all actives have a fitted effect of over 60% in size
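Luminescence from Amplite-detected luciferase (10 minutes, ambient) reports Rab9 promoter activation. Before that, stable Rab9-luciferase Huh7 cells (1500/well, reduced-serum OP-MEM I plus 10% FBS) were exposed to compound for 24 hours at 37C.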
RORgamma inh – ROR gamma (mouse) transcription inhibition. P51450. Drosophila S2 Gal4-RORgamma UAS-luciferase reporter, 20 h. Potency, µM (series often up to 53.6 µM), without a hit: at the top dose activity change, negative = inhibition, most hits filed as inhibitors. hit rate 5.4% among 310,000; further: potency means the concentration at half of the fitted maximal effect; on the % scale 0 is the no-effect control and ±100 the full control effect; nearly all actives have a fitted effect of over 60% in size
Target sequence (P51450 whole entry, looked up, the tested form may be a part): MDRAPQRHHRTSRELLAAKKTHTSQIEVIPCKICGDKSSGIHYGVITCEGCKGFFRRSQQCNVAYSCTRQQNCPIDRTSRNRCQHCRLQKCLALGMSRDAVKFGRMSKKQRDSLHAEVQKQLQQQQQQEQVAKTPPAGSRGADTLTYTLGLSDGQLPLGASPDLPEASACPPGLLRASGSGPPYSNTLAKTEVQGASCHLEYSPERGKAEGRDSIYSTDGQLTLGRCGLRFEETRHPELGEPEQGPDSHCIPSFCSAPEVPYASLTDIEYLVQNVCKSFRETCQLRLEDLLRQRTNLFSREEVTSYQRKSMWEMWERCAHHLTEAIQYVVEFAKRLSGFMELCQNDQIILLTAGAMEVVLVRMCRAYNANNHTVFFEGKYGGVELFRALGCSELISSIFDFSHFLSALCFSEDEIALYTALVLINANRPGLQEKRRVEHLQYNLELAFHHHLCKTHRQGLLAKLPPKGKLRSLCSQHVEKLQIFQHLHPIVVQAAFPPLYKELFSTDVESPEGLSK
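Stably transfected Drosophila Schneider cells are the test system, with ROR gamma fused to Gal4 and luciferase under UAS control; luminescence is read after 20 hr of 700 uM copper sulfate induction at ambient temperature.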
ELG1 genotox – induces genotoxicity in HEK293T cells with luciferase-tagged ELG1. hit rate 1.3% among 330,000. HEK293T ELG1-luciferase reporter, luminescence, 16 h. Potency, µM (titrated, usually from 46 µM), without a hit: top-dose activity change, positive = activation, actives largely listed as activators. AID 504466; further: potency means the concentration at half of the fitted maximal effect; % of control where 0% means no effect; nearly all actives have a fitted effect of over 60% in size
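Quantitative HTS format in 1536-well plates. HEK293T ELG1-luciferase reporter cells receive test compound and are incubated 16 hr at 37 °C, 5% CO2; ONE-Glo added, 30 min room temperature, then luminescence read.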
* = called active by the depositor; ? = inconclusive; . = not tested or not shown; & = joins results of further samples; [ ] = remark or other dose. Unless noted, the call rests on the fitted dose curve; in most records, active means well fitted curve in the direction sought with a large enough effect; inconclusive means small, poorly fitted or top-dose-only effect, or another doubt; inactive means no such curve, though single readings can be large; an effect the other way counts as inactive or inconclusive. Random draw from the library; about 15% have a hit in one of these screens.

nr	Compound	TRPV1 agonist	Tb PFK inh	BRCA1 expr act	NPC1 promoter act	p53 reactivator	FLuc modulator	ELG1 repair inh	Gal4-VP16 FLuc	Rab9 promoter act	RORgamma inh	ELG1 genotox
1	O=C(c1ccccc1)N1CCCC(c2nc3c(nnn3Cc3ccccc3)c(=O)[nH]2)C1 (centres undefined)	?	3.0%	1.0%	1.6%	-9.4%	3.8%	?	1.9%	-3.5%	24.6%	-0.5%
2	CCOc1ccc(NC(=O)COc2ccc(C(=O)N3CCC(C(N)=O)CC3)cc2OC)cc1	-0.8	-0.9%	6.7%	-0.4%	0.4%	3.8%	0.6%	.	1.0%	.	1.2%
3	C=CCn1cc(/C=N/Nc2nc3ccccc3[nH]2)c2ccccc21	5.1	11.8%	-46.2%	1.5%	31.6µM*	5.36µM*	?	7.08µM*	-6.0%	4.47µM*	10.2%
4	Cn1c(SCC(=O)NCC2CCCO2)nnc1-c1ccc(S(=O)(=O)N2CCCC2)cc1 (centres undefined)	-0.1	-0.8%	21.2%	-5.1%	-0.7%	0.0%	11.3%	-1.0%	-5.1%	-1.7%	0.9%
5	CCc1cccc(NC(=O)CCc2c(C)nn(-c3ccc(N4CCOCC4)nn3)c2C)c1	-5.6	-6.0%	62.4%	13.4%	3.6%	16.9µM*	19.9%	-1.3%	7.5%	33.4%	3.0%
6	O=C(COc1ccccc1)NCC(=O)Nc1cccc2ccccc12	-5.6	0.3%	-26.6%	0.2%	-8.2%	-2.4%	9.2%	-2.0%	-9.2%	32.0%	1.8%
7	O=C(Nc1nnc(Cc2ccccc2)s1)Nc1ccccc1F	-2.5	-4.3%	39.8%	23.0%	.	6.8%	?	25.2%	16.7%	0.2%	13.3%
8	COc1cccc(CN2CCNC(=O)C2CC(=O)NCc2cn3ccc(C)cc3n2)c1OC (centres undefined)	-2.3	2.4%	-12.6%	-1.9%	0.5%	4.3%	-9.2%	19.6%	-1.6%	4.1%	0.0%
9	c1cnc2ccc(-c3ccc4ncccc4c3)cc2c1	24.1	6.8%	?	1µM*	15.3%	0.601µM*	?	-23.2%	0.447µM*	-23.3%	?
10	Cc1ccc(-c2noc(CN(C(=O)c3cccc(Br)c3)C(C)C)n2)cc1	1.3	-0.3%	-8.0%	-1.1%	2.0%	-1.6%	-2.8%	2.6%	3.6%	5.4%	-7.8%
11	CCOc1ccccc1N(CC(=O)NCCOC)C(=O)CCC(=O)Nc1ccccn1	-1.7	-21.0%	-0.2%	-4.0%	-1.2%	?	10.9%	4.6%	-6.9%	32.3%	-0.4%
12	COc1ccc(C2SCC(=O)N2c2ccccc2)cc1 (centres undefined)	1.4	0.5%	8.8%	-4.3%	0.5%	-0.4%	-2.1%	1.4%	-0.7%	8.4%	-1.5%
13	O=C(N/N=C/c1ccc2c(c1)OCO2)/C(=C/c1ccc2c(c1)OCO2)NC(=O)c1ccccc1	1.4	1.1%	-19.8%	-2.8%	-0.2%	?	-9.6%	-2.1%	1.0%	-10.1%	-1.3%
14	CSc1ccccc1NC(=O)CN(C)C(=O)CCc1c[nH]c2ccccc12	-2.1	-1.3%	-26.4%	-2.9%	-6.3%	0.3%	-7.6%	5.3%	-1.3%	9.2%	1.1%
15	Cc1ccccc1C(=O)Oc1cc(N)n(S(=O)(=O)c2ccccc2)n1	0.3	-3.3%	-4.0%	-9.4%	-1.1%	-2.2%	7.9%	-0.4%	-1.9%	12.3%	-1.3%
16	CC(C(=O)Nc1ccc2c(c1)OCCO2)N(C)Cc1c(F)cccc1Cl (centres undefined)	?	0.9%	2.6%	-3.2%	0.8%	-14.6%	?	6.9%	-0.8%	32.3%	1.5%
17	COc1cc(CCN2C(=O)N[C@@H](c3cccc(C(F)(F)F)c3)C(C(C)=O)=C2C)cc(OC)c1OC	4.1	-2.5%	.	0.4%	-3.6%	0.1%	-22.9%	?	-3.4%	?	1.3%
18	O=C(C[n+]1cccc(C(=O)N/N=C/c2ccc(Br)cc2)c1)c1ccccc1	-2.6	-1.5%	-15.3%	1.8%	18.5%	-13.3%	15.3%	.	-0.5%	.	-4.2%
19	COc1ccccc1Nc1nc(N)nc(CN2CCOCC2)n1	.	-13.2%	40.1%	0.4%	-0.1%	3.2%	9.3%	-3.4%	-7.6%	-15.4%	-1.3%
20	CC1(C)CC(=O)C(C=Nc2ccccc2C(=O)O)=C(O)C1	-2.8	6.4%	-6.1%	0.9%	-4.4%	-1.1%	2.5%	-13.8%	4.6%	18.8%	-1.9%

Overlap with the part before: 2 compounds, followed by the next part.
nr	Compound	TRPV1 agonist	Tb PFK inh	BRCA1 expr act	NPC1 promoter act	p53 reactivator	FLuc modulator	ELG1 repair inh	Gal4-VP16 FLuc	Rab9 promoter act	RORgamma inh	ELG1 genotox
19	COc1ccccc1Nc1nc(N)nc(CN2CCOCC2)n1	.	-13.2%	40.1%	0.4%	-0.1%	3.2%	9.3%	-3.4%	-7.6%	-15.4%	-1.3%
20	CC1(C)CC(=O)C(C=Nc2ccccc2C(=O)O)=C(O)C1	-2.8	6.4%	-6.1%	0.9%	-4.4%	-1.1%	2.5%	-13.8%	4.6%	18.8%	-1.9%
21	CCN(CC)C(=O)[C@H]1CC(CC(=O)NC(C)(C)C)C(=O)N2CCc3c([nH]c4ccc(OC)cc34)[C@]12C (some centres undefined)	.	-5.2%	7.2%	.	5.7%	.	5.8%	.	.	.	5.2%
22	O=C(CN1C(=O)NC2(CCCCCC2)C1=O)NCc1ccc(F)cc1	.	6.0%	-1.6%	.	-3.7%	.	-1.3%	.	.	.	-1.4%
23	COc1cccc(C2c3[nH]c4ccccc4c3CCN2Cc2cccn2-c2ncccn2)c1 (centres undefined)	0.3	3.9%	-45.8%	-1.9%	-5.1%	3.7%	?	-2.0%	2.4%	?	-7.1%
24	CNC(=O)COC(=O)/C=C/c1c(C)nn(-c2ccccc2)c1C	23.3	3.7%	-2.2%	0.1%	27.5%	-3.6%	8.3%	14.2%	-0.4%	?	5.8%
25	O=S(=O)(NCCCc1ccccc1)c1ccccc1	5.0	0.1%	-28.2%	-1.2%	0.6%	-1.7%	0.4%	4.5%	-2.1%	-0.8%	0.0%
26	O=C(c1ccc2c(c1)OCCCO2)N1CCCCC1	0.7	0.6%	67.3%	7.5%	10.2%	-18.5%	?	28.0%	24.9%	11.8%	4.2%
27	CCOC(=O)C1CCCN(Cc2ccc(OCc3ccccc3)c(OC)c2)C1 (centres undefined)	0.3	-4.4%	22.3%	10.5%	6.2%	-11.0%	-14.5%	4.2%	-0.6%	-3.3%	-6.5%
28	COc1ccc(/C=C/C(=O)OCC(=O)NC2CCCC2)cc1OC	.	-2.1%	-10.6%	.	5.3%	.	14.7%	.	.	.	1.1%
29	CC1(C)C[C@@H]1C(=O)N/C(=C\CCCCSC[C@H](N)C(=O)O)C(=O)O	2.7	-0.5%	3.5%	-4.1%	2.4%	10.1%	9.4%	-2.9%	1.5%	-20.3%	-1.3%
30	O=C(Nc1ccccc1Br)C1CC(=O)N(c2ccc3c4c(cccc24)CC3)C1 (centres undefined)	-0.9	-0.3%	-77.1%	-13.1%	-1.4%	0.4%	?	-3.7%	-6.4%	39.8%	-4.6%
31	O=C(Cc1ccccc1F)Nc1ccccc1-c1ccccc1	0.3	-2.8%	?	13.9%	?	-18.1%	?	12.0%	?	36.6%	12.8%
32	Cc1ccc(-c2cc(C(=O)N3CC(C)CC(C)C3)c3ccccc3n2)o1 (centres undefined)	?	-25.1%	3.6%	0.5%	9.3%	12µM*	-0.4%	5.2%	2.4%	-7.8%	-1.0%
33	Cc1c(N2C(=O)CS/C2=N\N=C\c2ccc(Cl)cc2)c(=O)n(-c2ccccc2)n1C	-3.6	0.9%	0.2%	-1.2%	-6.3%	0.3%	-28.3%	1.2%	-0.2%	15.9%	-1.0%
34	Cc1ccc(C(=O)NC2=NCCS2)cc1Cl	1.6	-0.1%	67.3%	1.41µM*	.	6.75µM*	?	?	1.26µM*	?	?
35	CCCN1C2CCCC1CC(NC(=O)c1cc(OC)c(OC)c(OC)c1)C2 (centres undefined)	-1.7	1.9%	0.0%	-3.4%	2.9%	6.5%	9.2%	1.0%	-6.6%	8.6%[10 µM]	0.9%
36	CCN1CCN(c2c(S(=O)(=O)c3ccc(C)c(C)c3)cnc3ccc(F)cc23)CC1	2.2	0.3%	1.2%	-1.2%	5.5%	1.1%&-4.6%	-16.3%	-1.8%	-1.7%	-14.2%	-7.4%
37	CC(=O)Nc1cc(NC(C)=O)c2nc(N)sc2c1	-2.3	1.6%	-20.6%	-0.1%	13.7%	0.9%	11.5%	-4.7%	3.6%	2.2%	-0.4%

Screening results (PubChem)
